Compound activity (PubChem)
APP 5'UTR act = activates APP 5'UTR luciferase reporter | SH-SY5Y APP 5'UTR luciferase reporter, luminescence; zero percent = DMSO vehicle wells | activation, % at 2 µM | 190,000 tested, 1% active;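 active = activation above a set limit, based on mean plus 3 SD of controls, cut at about 140% in these data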; note: values of inactives mirror those of a sister screen read the other way
STAT1 activator = STAT1 signaling activation; NIH 3T3 STAT1-luciferase reporter, IFN-gamma, luminescence; 100% = IFN-gamma alone, no compound; activation (% of control), % at 5.5 µM; 200,000 tested, 2.6% active; AID 932;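 active = activation above the screen-wide mean activation plus 3 SD, cut at about 130% in these data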;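 note: raw ratio to IFN-gamma control signal so 100% means no change and 0% no light; values of inactives mirror those of a sister screen read the other way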
STAT3 blocker = reduces IL-6 driven STAT3 reporter signal | U3A cells, IL-6 STAT3-luciferase reporter, luminescence; host cell line lacks STAT1 | inhibition, % at 5.5 µM | 190,000 tested, 0.89% active | AID 862;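 active = inhibition above the mean inhibition across all screened compounds plus 3 SD, cut at about 44% in these data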;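 note: 0% = DMSO only wells and 100% = 100 µM nifuroxazide control wells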
Efa HMGR inh = blocks class II HMG-CoA reductase of Enterococcus faecalis. purified E. faecalis HMGR, NADPH absorbance 340 nm kinetic. inhibition, % at 10 µM. 190,000 tested, 0.41% active. AID 1066;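 active = inhibition above a set limit, the median over all tested compounds plus 3 SD, cut at about 9.5% in these data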;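 note: enzyme runs in reverse so mevalonate oxidation gives rising NADPH absorbance; 0% = complete reaction with DMSO and 100% = background rate lacking mevalonate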
NF-kB neuron act = raises NF-kB expression in human neuronal cells | NF-kB reporter expression; active compounds read high | fold change at 12.5 µM | 190,000 tested, 1.6% active; in the data active = fold change above about 3.3
TLR4 MyD88 comp = TLR4-MyD88 interaction inhibition in cells; HeLa CL3-4 TLR4/MyD88 BLA complementation, FRET ratio; inhibition, % at 8.4 µM; 200,000 tested, 0.18% active; in the data active = inhibition above about 25%;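 note: 0% = vehicle and 100% = reference inhibitor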
Target sequence (O00206 whole entry, looked up): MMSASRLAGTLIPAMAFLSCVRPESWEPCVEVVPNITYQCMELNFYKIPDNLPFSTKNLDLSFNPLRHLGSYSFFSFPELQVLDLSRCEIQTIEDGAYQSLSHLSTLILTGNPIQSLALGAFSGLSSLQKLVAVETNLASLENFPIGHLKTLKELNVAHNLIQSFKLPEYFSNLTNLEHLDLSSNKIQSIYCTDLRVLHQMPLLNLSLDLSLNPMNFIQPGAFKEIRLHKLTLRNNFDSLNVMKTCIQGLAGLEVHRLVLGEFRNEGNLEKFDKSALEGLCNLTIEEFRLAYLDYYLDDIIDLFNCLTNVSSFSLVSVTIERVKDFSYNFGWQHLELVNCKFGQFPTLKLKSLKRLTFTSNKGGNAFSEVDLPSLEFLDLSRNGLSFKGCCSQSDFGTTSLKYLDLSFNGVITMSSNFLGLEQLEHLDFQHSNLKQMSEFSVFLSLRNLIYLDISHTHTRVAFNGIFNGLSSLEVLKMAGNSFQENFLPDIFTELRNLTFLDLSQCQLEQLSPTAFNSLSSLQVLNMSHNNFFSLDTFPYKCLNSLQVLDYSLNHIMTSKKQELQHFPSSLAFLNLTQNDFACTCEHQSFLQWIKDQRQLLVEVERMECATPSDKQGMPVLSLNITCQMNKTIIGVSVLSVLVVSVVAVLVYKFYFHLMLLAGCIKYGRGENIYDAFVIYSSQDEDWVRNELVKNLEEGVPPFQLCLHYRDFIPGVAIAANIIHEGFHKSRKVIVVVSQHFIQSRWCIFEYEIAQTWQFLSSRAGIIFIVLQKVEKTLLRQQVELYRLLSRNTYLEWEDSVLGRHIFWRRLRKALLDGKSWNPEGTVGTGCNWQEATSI
Target sequence (Q99836 whole entry, looked up): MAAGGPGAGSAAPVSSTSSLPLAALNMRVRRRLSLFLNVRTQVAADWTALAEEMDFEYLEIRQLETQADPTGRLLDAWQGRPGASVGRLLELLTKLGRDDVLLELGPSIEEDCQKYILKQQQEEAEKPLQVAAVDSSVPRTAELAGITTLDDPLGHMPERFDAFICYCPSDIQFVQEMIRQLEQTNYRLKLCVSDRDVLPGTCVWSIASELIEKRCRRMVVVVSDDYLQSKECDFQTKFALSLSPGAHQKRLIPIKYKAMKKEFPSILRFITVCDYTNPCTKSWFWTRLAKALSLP
Redox H2O2 prof = compounds producing H2O2 with reducing agent – biochemical, NIH compound library profiling, artefact control for MLSCN library redox annotation, primary screen; DTT-dependent redox cycling H2O2, phenol red/HRP absorbance; 100% = 100 µM peroxide control, 0% = buffer; activation, % at 10 µM; 200,000 tested, 0.03% active;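 active = activation of at least 50% relative to the plate's high and low controls in the primary single-dose screen; inactive = activation below 50%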;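 note: compound incubated with DTT at 0.8 mM final as the reducing agent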
Hsp70 activator = Hsp70 transcriptional activation, primary screen. HeLa Hsp70 promoter luciferase reporter, luminescence; scaled: vehicle 0, proteasome-inhibitor control 100%. activation, % at 10 µM. 200,000 tested, 0.04% active. AID 1203;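 active = activation above the mean across all tested compounds plus 3 SD, cutoff set per campaign, cut at about 5.5% in these data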;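 note: 100% = MG132 at 30 µM as the positive control and 0% = DMSO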
STAT1 inh = STAT1 signaling inhibition; NIH 3T3 STAT1-luciferase reporter, IFN-gamma, luminescence; inhibition, % at 5.5 µM; 200,000 tested, 0.35% active; AID 920;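 active = inhibition above a set limit, the mean inhibition across all tested compounds plus 3 SD, cut at about 34% in these data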;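 note: 0% = IFN-gamma with DMSO and 100% = IFN-gamma with 300 µM nifuroxazide; values of inactives mirror those of a sister screen read the other way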
STAT3 activator = activators of IL-6 induced STAT3 signaling; activation (% of control), % at 5.6 µM; U3A cells, IL-6 STAT3-luciferase reporter, luminescence; 100% = signal with IL-6 EC80 alone; 190,000 tested, 0.91% active; AID 871;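 active = activation above the screen-wide mean of compound activation plus 3 SD, cut at about 130% in these data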;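 note: 0% = background luminescence of wells with medium and substrate only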
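Material: STAT3-luciferase reporter U3A cells. Controls: IL-6-treated wells, 100% activation. Read-out: % activation versus median of IL-6-stimulated wells. Probe or stimulus: IL-6 stimulus at 33 ng/mL final. Timing: compound 1 h, then IL-6 6 h at 37 °C. Signal: reporter luminescence signal.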
* = called active by the depositor; · = not tested or not shown.

SMILES	APP 5'UTR act	STAT1 activator	STAT3 blocker	Efa HMGR inh	NF-kB neuron act	TLR4 MyD88 comp	Redox H2O2 prof	Hsp70 activator	STAT1 inh	STAT3 activator
CCOc1cc(C(N)=O)cc(Br)c1OC	6	100	-3	-4	1	-4	-0.8	-0.1	1	104
COc1ccc(/C=C(\C#N)C(=O)NCCCn2ccnc2)cc1	8	100	3	-2	0.99	-18	-0.6	-0.1	0	100
COc1cc(NC(C)C(=O)N2CC(C)OC(C)C2)cc(OC)c1 (configuration not stated)	6	93	13	-1	1.3	15	-0.1	-0.7	7	94
Cc1cccc(NC(=S)N(CCN(C)C)C(C)c2ccco2)c1 (configuration not stated)	-16	98	3	-1	1.3	1	0.1	-0.3	3	96
COC(=O)c1ccccc1NC(=O)c1cnn2c(C)cc(C)nc12	10	101	10	-3	0.85	-3	-0.2	-0.2	-2	96
CC1(C)CC(=O)c2cnc(NCC3CCCO3)nc2C1 (configuration not stated)	-6	102	-6	-7	1.4	8	1.8	0.2	-2	105
CCCOc1ccccc1-n1sc2c(c1=S)-c1cc(OC)cc3c1N(C(=O)C3=O)C2(C)C	-3	108	-1	1	2.3	12	0.0	-0.1	-4	101
CCCCNc1cc(C)nc(NCc2ccccc2)n1	12	70	44*	6	1.7	6	-0.3	-0.2	32	64
CC1CCN(CCCCOc2ccc(Br)cc2)CC1	-1	93	9	-8	0.92	4	0.0	0.0	8	93
COc1ccccc1-n1c(C)cc(/C=C2/C(=N)N3C(=NC2=O)SN=C3S(C)(=O)=O)c1C	31	109	0	-1	1.5	10	-1.1	-0.3	-9	105
O=c1[nH]c(N/N=C/c2ccc(O)cc2)nc2ccccc12	134	144*	12	-3	2.9	-8	-0.8	0.1	-49	92
O=C(Nc1c(Cl)cc(Cl)cc1C(=O)NCc1cccnc1)c1ccc(Cl)cc1Cl	6	97	-1	5	1.4	-2	0.4	0.0	6	110
Cc1ccc(C)c(-n2c(Cc3cc(=O)[nH]c(=O)[nH]3)nnc2SCC(=O)NCC2CCCO2)c1 (configuration not stated)	-10	104	0	-2	0.97	2	0.1	-0.2	-4	104
C/C(Cl)=C/Cn1c(=O)c2c(nc(Br)n2Cc2ccccc2)n(C)c1=O	-3	97	-8	-2	0.78	1	1.6	0.0	4	112
COCCNC(=O)CN(C(=O)Cn1nnc2ccccc21)c1cc(C)cc(C)c1	-2	103	5	2	1	1	-1.2	-0.5	-5	99
CC(/C=C/c1ccco1)=N\NC(=O)c1cccc(Cl)c1	28	117	-5	0	1.7	-8	0.1	0.3	-19	105
O=S(=O)(c1ccc2c(c1)OCCO2)N1CCN(c2cccc(Cl)c2)CC1	6	102	0	3	0.96	-15	0.1	-0.1	-2	103
Cc1cc2cc(NC(=O)c3ccco3)ccc2[nH]1	57	125	10	-4	2.4	17	-0.7	0.1	-28	96
O=C(c1ccco1)N1CCN(S(=O)(=O)c2ccc(Br)s2)CC1	3	94	4	2	0.92	10	0.8	0.1	6	100
Cc1oc(=O)c(NC(=O)c2ccccc2)cc1C(C)O (configuration not stated)	29	106	7	4	1.3	-6	-1.8	-0.3	-7	98
CC(=O)N1CCN(S(=O)(=O)c2ccc(Cl)cc2F)CC1	11	107	6	-8	1.2	-10	-1.2	0.1	-10	98
O=c1c2c(-c3ccccc3)csc2ncn1/N=C/c1c2ccccc2cc2ccccc12	-1	95	8	0	0.8	-5	-1.0	0.1	5	99
O=C(O)CCCC(=O)Nc1cccc(-c2nc3ccccc3[nH]2)c1	4	102	3	-8	0.82	-7	0.9	-0.3	-3	101
O=C1CSC(c2ccncc2)N1Cc1ccccc1 (configuration not stated)	-8	94	4	-8	1	-6	0.7	-0.3	5	103
CCC(=O)Nc1cccc(-c2nnc(SCC(=O)c3ccccc3)n2C)c1	100	148*	-10	-7	2.8	3	-3.5	0.3	-54	109
Cc1ccc(N(C)C(=O)N2CCN(S(=O)(=O)c3ccc4ccccc4c3)CC2)cc1	-2	99	-6	-5	1	8	-0.1	-0.4	1	102
COc1ccc(CNC(=O)CCCOc2cc(=O)n(C)c3ccccc23)cc1	·	97	17	-3	1.4	10	-0.1	-0.4	4	91
COc1ccc(C(=O)COC(=O)c2ccc(NC(=O)c3ccccc3)cc2)cc1	3	100	7	0	1.1	-2	1.9	-0.2	0	103
CC(O)/C=C/c1cccc[n+]1C (configuration not stated)	-4	96	-11	-7	0.98	-5	3.7	-0.2	4	109
COc1cc(/C=C(/C#N)c2nc3ccccc3[nH]2)ccc1OCC(=O)Nc1ccccc1C(C)C	-5	105	14	-5	0.53	77*	0.4	0.2	-5	97
Cc1ccc(S(=O)(=O)c2ccc(Oc3ccccc3)cc2)cc1	6	94	7	-5	0.96	9	0.8	0.0	7	104
CC[C@H](C)[C@H](NC(N)=O)C(=O)OCC(=O)NCc1ccc(Cl)cc1	31	103	0	-2	1.1	3	-0.3	0.1	-3	108
Cc1ccc(CCC(=O)Nc2ccc(S(N)(=O)=O)cc2)o1	9	104	-1	1	1	-17	1.5	-0.1	-4	103
Cc1ccc(C)c(NC2=C(Cl)C(=O)OC2OC(C)C)c1 (configuration not stated)	16	110	5	0	1.2	-4	-1.5	-0.3	-12	99
Cc1ccc(C)c(C(=O)CSc2n[nH]c(-c3ccncc3)n2)c1	2	105	18	2	1.1	-8	-0.1	-0.2	-6	87
CC(=O)C1=C(O)C(=O)N(Cc2cccnc2)C1c1ccccc1Cl (configuration not stated)	-15	96	-4	-4	0.93	-1	-3.0	-0.1	4	105
Cc1ccc(-c2nnc(SCC(=O)n3c4c(c5ccccc53)CCCC4)o2)cc1	-4	99	8	-5	1	-6	0.0	0.1	1	98
CCOC(=O)N1CCN(S(=O)(=O)c2cccc3ccc(C)nc23)CC1	7	90	2	-4	0.71	4	0.9	0.0	11	102
O=C(NCc1nnc(SCc2ccc(F)cc2)n1-c1ccccc1)C12CC3CC(CC(C3)C1)C2	5	96	-3	2	0.82	-5	0.3	-0.2	4	101
COC(=O)c1cccc(NS(C)(=O)=O)c1C	3	104	3	-2	1.3	-10	2.2	-0.1	-5	101
NC(=O)c1ccccc1N/C=C1\CCCCC1=O	-14	96	13	-5	1.3	12	7.2	-0.2	3	92
COc1ccc(C(=O)C2C(c3ccc(-c4ccccc4[N+](=O)[O-])o3)NC(=O)NC2(O)C(F)(F)F)cc1 (configuration not stated)	9	97	10	-9	0.61	7	-0.1	-0.3	3	91
CCC1SC2=NC(C)=C(C(=O)OC)C(c3cccs3)N2C1=O (configuration not stated)	11	90	15	0	1.2	-20	2.5	-0.2	11	96
CCN1CCCc2cc(CN(CCN3CCOCC3)C(=S)Nc3cccc(OC)c3)ccc21	-1	93	19	-4	0.74	-4	-0.4	-0.2	6	90
Cc1ccc(C(=O)COC(=O)CNC(=O)Cc2ccccc2)cc1[N+](=O)[O-]	17	104	2	-1	1.2	9	-4.0	0.3	-4	105
O=C(NNC(=O)c1ccc2c(c1)OCO2)NC12CC3CC(CC(C3)C1)C2	-6	102	-13	3	1.2	1	0.4	-0.1	-2	106
CC(=O)c1c(C)c2c(n1CCN(C)C)CCCC2	2	98	2	-3	0.99	2	0.0	-0.2	3	98
CC(C(=O)NCc1ccc2c(c1)OCO2)N(c1ccccc1)S(C)(=O)=O (configuration not stated)	2	101	-5	-3	1	1	-0.2	-0.1	-1	105
O=C1CCCC2=C1C1(CCCCC1)N=C(Nc1nc3ccccc3o1)N2	-6	98	21	-1	1.1	-13	0.0	-0.1	3	84
COCCCn1c(SCCc2ccccc2)nc2cc(OC)c(OC)cc2c1=N	8	100	-7	-10	0.44	-7	-1.0	-0.4	0	106
O=c1nc(-c2ccccc2)n(-c2ccc(Cl)cc2)[nH]1	3	95	-5	-5	1.1	-14	0.6	-0.2	5	103
Cc1cc(NC(=O)COC(=O)COc2ccc3c4c(c(=O)oc3c2)CCC4)no1	14	100	10	-5	0.96	-5	-1.3	0.1	0	93
CCC(=O)Nc1cccc(NC(=O)CSc2nnc(C(C)C)n2CC)c1	0	100	6	2	1	-8	11	0.4	0	97
Cc1ccc(S(=O)(=O)c2n[nH]n3c2nc(=O)c2ccccc23)cc1	3	96	11	-5	0.91	4	1.2	-0.4	5	94
NC(=O)c1c(N)sc(=S)n1-c1ccccc1	-11	101	-3	-3	1.1	-3	-0.3	0.2	-1	108
COc1cc(OC)c(NC(=O)Nc2ccc(OC)c(OC)c2)cc1Cl	6	103	19	-5	1.2	7	1.0	0.6	-8	86
CCC(=O)c1ccc(OC(=O)c2ccc(Br)o2)cc1	0	91	2	·	·	-1	2.2	-0.4	10	102
Cc1cccc(-n2nc(C)c3c2NC2=C(C(=O)CCC2)C3c2ccccn2)c1 (configuration not stated)	13	102	9	-2	1	-11	-2.8	0.0	-2	93
Cc1ccc(C(=O)CCC(=O)Nc2cccnc2)cc1C	17	102	8	-7	1.1	3	-1.3	0.2	2	96
c1ccc(-c2cn(-c3ccccc3)c3[n+]2CCS3)cc1	5	80	18	-1	1.1	8	-0.8	-0.2	21	86

Single records (already shown).
Profile of `CCC1SC2=NC(C)=C(C(=O)OC)C(c3cccs3)N2C1=O` (configuration not stated) → APP 5'UTR act: 11; STAT1 activator: 90; STAT3 blocker: 15; Efa HMGR inh: 0; NF-kB neuron act: 1.2; TLR4 MyD88 comp: -20; Redox H2O2 prof: 2.5; Hsp70 activator: -0.2; STAT1 inh: 11; STAT3 activator: 96
Profile of `O=S(=O)(c1ccc2c(c1)OCCO2)N1CCN(c2cccc(Cl)c2)CC1` → APP 5'UTR act: 6; STAT1 activator: 102; STAT3 blocker: 0; Efa HMGR inh: 3; NF-kB neuron act: 0.96; TLR4 MyD88 comp: -15; Redox H2O2 prof: 0.1; Hsp70 activator: -0.1; STAT1 inh: -2; STAT3 activator: 103

(continued)
SMILES	APP 5'UTR act	STAT1 activator	STAT3 blocker	Efa HMGR inh	NF-kB neuron act	TLR4 MyD88 comp	Redox H2O2 prof	Hsp70 activator	STAT1 inh	STAT3 activator
Cc1ccc(NC(=O)COC(=O)CCC(=O)c2cccs2)cc1C	2	112	9	-4	1.1	-10	-2.7	0.4	-13	93
COC(=O)COc1cccc(NC(=O)c2cc(OC)cc(OC)c2)c1	7	97	6	-2	1.1	3	0.1	-0.1	3	95
CCOC(=O)c1cc(-c2ccccc2)sc1NC(=O)C(C)C	24	97	10	4	0.82	0	0.1	-0.4	3	94
N#CC1=CN(Cc2ccccc2)C=C(/C=N/Nc2ccccc2)C1	27	102	-7	-3	2.1	16	-2.1	0.0	-2	105
CC(C)/C(=N/Nc1ccccc1[N+](=O)[O-])c1ccccc1	15	112	-2	0	0.94	4	-0.8	-0.2	-15	104
Nc1ccc(-n2nncc2-c2ccccc2)cc1	18	103	2	-5	0.7	-5	1.0	-0.1	-5	100
COc1ccc(-n2c(N)c(C#N)c3ccc([N+](=O)[O-])cc3c2=O)cc1	-11	106	-10	3	1	14	0.7	0.1	-6	108
Cc1cc(NS(=O)(=O)c2ccc(NC(=O)/C=C/c3ccc(C)o3)cc2)nc(C)n1	-10	102	6	2	1.1	-21	-1.0	-0.2	-4	98
O=C(N/N=C/c1ccccn1)c1cccc([N+](=O)[O-])c1	-2	114	-4	-6	0.78	4	-0.9	-0.2	-15	106

Not a hit list, and some 5.6% of all compounds hit somewhere here.
